Screens deposited in PubChem by several laboratories.
DAX1 inh-1 – NR0B1 (DAX1) inhibition; P51843; HEK293 Gal4-DAX1 luciferase reporter, luminescence; inhibition, % at 6.75 µM; actives 0.99% (n = 340,000); AID 504766;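 active means inhibition above the mean over all tested compounds plus 3 SD, cut at about 4.2% in these data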;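 further: 0% = DAX1-transfected cells with DMSO and 100% = empty-vector control cells with DMSO; inhibition shows as a rise in luminescence from relieved DAX1 repression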
Target sequence (P51843 207-470 limits assumed): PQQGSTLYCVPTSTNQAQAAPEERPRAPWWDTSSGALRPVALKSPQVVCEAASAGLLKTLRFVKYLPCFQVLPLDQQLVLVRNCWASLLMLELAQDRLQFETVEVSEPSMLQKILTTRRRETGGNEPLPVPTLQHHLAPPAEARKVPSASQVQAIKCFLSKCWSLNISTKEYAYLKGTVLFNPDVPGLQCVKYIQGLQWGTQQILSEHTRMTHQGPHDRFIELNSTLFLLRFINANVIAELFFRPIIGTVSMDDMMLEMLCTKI
DAX1 inh-2 – inhibitors of DAX1 repression of SF-1 activated StAR promoter; AID 652010; inhibition, % at 6.8 µM; actives 1.1% (n = 370,000); HEK293T StAR-luciferase reporter, SF-1/DAX-1 repression relief;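 active means inhibition above the mean over all tested compounds plus 3 SD, cut at about 3.6% in these data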;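 further: 0% = DAX-1 cells with DMSO and 100% = cells lacking DAX-1 with DMSO; higher inhibition means more luminescence from relief of DAX-1 repression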
GC-B act – GC-B (human) receptor activation; HEK293-GC-B cells, CNP EC30, cGMP TR-FRET; 0% at EC30 CNP, 100% saturating CNP; actives 0.11% (n = 370,000); AID 1920062; activation, % at 10 µM; P20594;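 active means activation at 10 µM reaching about 35% in either raw or pattern-adjusted values, limit read from the data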
GAA850 FXN act – activators of GAA850 frataxin (FXN) promoter. HEK293 lucGAA850 FXN promoter luciferase reporter, 24 h; percent of 10 µM SAHA response. activation, % at 6 µM. actives 0.56% (n = 360,000);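 active means activation above the average of all compounds screened plus 3 SD, cutoff fixed separately per campaign, cut at about 7.5% in these data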;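 further: 0% = DMSO wells and 100% = 10 µM SAHA wells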
proKLK7 act – proKLK7 (human) activation, primary screen; P49862; actives 0.9% (n = 370,000); activation, % at 7 µM; purified proKLK7, EDANS-DABCYL substrate fluorescence; 100% is mature enzyme control, 0% vehicle;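 active means activation above the mean of all tested compounds plus 3 SD, computed per campaign excluding outliers beyond control limits, cut at about 13% in these data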
sPLA2-III inh – Inhibits HGIII-sPLA2 liposome hydrolysis, primary screen; QFRET BODIPY PC-A2 liposome hydrolysis, fluorescence; inhibition, % at 12.2 µM; actives 0.56% (n = 370,000); AID 743126;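 active means inhibition above mean plus 3 SD of compounds lying within the high and low control bounds, cut at about 19% in these data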;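 further: 0% = median of test compound wells and 100% = no enzyme DMSO wells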
Target sequence (Q9NZ20 whole entry, looked up): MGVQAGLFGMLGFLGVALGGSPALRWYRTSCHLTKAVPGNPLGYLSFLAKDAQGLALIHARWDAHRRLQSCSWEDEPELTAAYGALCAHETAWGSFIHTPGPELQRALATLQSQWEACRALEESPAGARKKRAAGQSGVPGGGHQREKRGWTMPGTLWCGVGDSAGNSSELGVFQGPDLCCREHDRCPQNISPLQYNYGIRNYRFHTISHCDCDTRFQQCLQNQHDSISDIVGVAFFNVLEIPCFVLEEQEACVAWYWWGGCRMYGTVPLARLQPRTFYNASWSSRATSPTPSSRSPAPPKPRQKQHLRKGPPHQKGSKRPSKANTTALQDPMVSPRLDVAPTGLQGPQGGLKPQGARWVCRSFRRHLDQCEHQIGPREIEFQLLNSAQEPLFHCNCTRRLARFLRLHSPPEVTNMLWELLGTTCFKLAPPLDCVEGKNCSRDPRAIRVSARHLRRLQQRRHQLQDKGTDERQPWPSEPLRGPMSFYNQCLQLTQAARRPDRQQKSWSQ
hcDAF-12 act – activators of H. contortus DAF-12 nuclear receptor; HEK293 hcDAF-12 lit1-tk-luc reporter, luminescence; 0% DMSO, 100% Δ7-dafachronic acid; activation, % at 6.8 µM; actives 1.4% (n = 370,000); AID 652067;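 active means activation above the mean of all tested compounds plus 3 SD, cut at about 5.5% in these data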;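 further: 100% = response to 3 µM Δ7-dafachronic acid high control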
ssDAF12 agonist – activators of S. stercoralis DAF-12 nuclear receptor | HEK293 ssDAF-12/GRIP1 lit1-tk-luc reporter, luminescence; % of 3 µM dafachronic acid response | activation, % at 6.8 µM | actives 1% (n = 370,000) | AID 652126;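 active means activation above the mean over all tested compounds plus 3 SD, cut at about 0.9% in these data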;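 further: 0% = DMSO-only wells and 100% = 3 µM delta7-dafachronic acid wells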
SMARCA2 activ – activators of SMARCA2 function. MG213 cells, MMTV-luciferase reporter, dexamethasone, overnight. activation, % at 9.1 µM. actives 1% (n = 370,000); in the data active means activation above about 7.8%;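 further: 0% = vehicle wells and 100% = reference activator wells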
NPR1 activator – GC-A (human) enzyme activation; HEK293 GC-A cells, cGMP TR-FRET, EC30 ANP; 0% at EC30 ANP, 100% saturating ANP; activation, % at 10 µM; actives 0.14% (n = 370,000); AID 1671463; in the data active means activation above about 40%
hgDAF12 agonist – agonists of H. glycines DAF-12 nuclear receptor | actives 1.8% (n = 370,000) | HEK293 GAL4-hgDAF12 UAS-luciferase reporter, agonist luminescence; normalized to butyrate control | activation, % at 6.8 µM;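 active means activation above a cutoff set at the mean of all screened compounds plus 3 SD, cut at about 10% in these data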;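 further: 0% = DMSO wells and 100% = sodium butyrate wells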
* hit, by the source's call; . = no result given.

Order of results – DAX1 inh-1	DAX1 inh-2	GC-B act	GAA850 FXN act	proKLK7 act	sPLA2-III inh	hcDAF-12 act	ssDAF12 agonist	SMARCA2 activ	NPR1 activator	hgDAF12 agonist
(1) NC(=NC(=O)/C=C/c1ccccc1Br)N(CC#Cc1ccccc1)CC#Cc1ccccc1
    .	.	-2	.	.	-5	-1.8	-1.2	.	1	-1.2
(2) COc1ccccc1CCNC(=O)CSCC(=O)Nc1ccccc1F
    1.6	-0.3	-4	-0.4	0.2	16	1.5	-1.5	-7	-3	-0.5
(3) O=C(Nc1cccc(C(F)(F)F)c1)c1ccc(-c2ccc(F)c(F)c2)c2ccoc12
    .	-0.4	0	1.2	0.3	-2	-0.7	-0.9	1	-4	0.0
(4) O=S(=O)(CC12C3C4C5C1C2C(Br)(C43)C51OCCO1)c1ccccc1 (configuration not stated)
    -1.5	0.4	4	-3.1	0.1	-6	2.0	-1.5	-1	-1	0.2
(5) CCN1CCN(C(=O)c2c(-c3ccccc3)noc2C)CC1
    -0.4	-0.3	0	0.6	-1.0	10	1.1	-0.9	-4	-1	-0.8
(6) Cc1cc(NC(=O)COC(=O)c2cc(S(=O)(=O)N(C)C)ccc2Cl)no1
    1.1	0.5	-1	0.4	0.3	9	0.1	-0.7	-2	5	3.8
(7) O=C(Nc1ccc(OC(F)F)c(Cl)c1)C(c1ccccc1)c1ccccc1
    -1.0	-0.4	-1	0.2	-0.5	-32	-1.6	-0.5	-2	4	5.7
(8) O=C(CC1CCCC1)N[C@@H](Cc1cccnc1)C(=O)N1CCC[C@H]1C(=O)NCCc1ccccc1Cl
    .	0.5	3	.	0.0	7	3.2	-1.5	3	-1	2.4
(9) COC(=O)CC1C(=O)NCCN1C(=O)CSc1nnnn1-c1ccc(OC)cc1 (configuration not stated)
    2.0	0.9	6	-1.2	-0.2	3	-0.6	-1.2	-3	1	-0.1
(10) Cc1ccc(Nc2ccc(C(N)=O)cc2[N+](=O)[O-])cc1C
    0.4	-1.1	4	0.3	-0.5	10	-1.2	-1.7	-4	24	-1.5
(11) C=CCC1(CC=C)CCCN1C(=O)CC1C(=O)NCCN1Cc1cccc(OC)c1OC (configuration not stated)
    -0.1	0.3	3	0.1	-0.3	3	-0.4	-1.7	-3	-5	-1.4
(12) C=C1CC(C(=O)N/N=C/c2ccc(O)cc2)C1
    1.1	-0.3	4	1.2	-1.2	3	-1.4	-0.9	0	3	1.9
(13) O=C(/C=C/c1ccccc1)OCC(=O)N1CCCC1
    0.6	2.0	3	-0.2	-0.1	-2	-0.7	-0.8	3	0	2.9
(14) Cn1c(C(=O)N2CCN(c3ccc(F)cc3)CC2)cc2ccccc21
    -1.0	-0.2	1	2.5	-0.2	-10	1.2	-0.5	-1	-4	0.9
(15) Nc1[nH]c(C(=O)c2ccccc2)c(-c2cccc3ccccc23)c1C(=O)NCc1ccccc1
    .	-0.8	0	.	0.4	-5	0.8	-1.0	-1	-5	-1.0
(16) O=C(NCC(c1cccs1)N1CCOCC1)c1ccccc1NS(=O)(=O)c1ccc(Cl)c([N+](=O)[O-])c1 (configuration not stated)
    -0.2	-0.4	-1	-1.8	0.1	-48	1.4	-1.3	-2	0	-1.2
(17) CCN(CC(=O)Nc1ccc(OC)cc1)CC(=O)Nc1cccc(S(=O)(=O)N2CCOCC2)c1
    -0.6	-1.3	-9	-1.6	0.5	-10	-1.3	-0.8	-4	-2	-5.1
(18) C[C@@H]1C=CCCO[C@]12C(=O)Nc1ccccc12
    .	0.4	-6	.	0.8	-1	1.4	-0.4	-1	3	1.4
(19) COc1ccc(C(=O)N=S2CCN(C(=O)c3ccc(Cl)cc3)CC2)cc1
    .	0.0	8	-1.2	0.5	-5	-0.1	-0.2	1	-1	-1.1
(20) C/C(=N\S(=O)(=O)c1ccc(C)cc1)N(C)C
    1.6	-0.3	0	0.9	-0.3	6	-0.8	-0.9	-4	5	-1.5
(21) Cc1nc(Nc2ccc(Cl)c(Cl)c2)sc1C(/C=C/c1ccc2c(c1)OCO2)=NNc1ccc([N+](=O)[O-])cc1[N+](=O)[O-]
    2.1	-1.5	3	0.5	0.4	-2	-1.8	-1.0	-2	-2	3.2
(22) O=C(Nc1ccc(Br)cc1)c1ccco1
    0.9	1.4	-2	6.0	0.8	5	4.7	-1.2	4	1	9.6
(23) O=C(NCc1cccnc1)C(=O)Nc1nc(-c2ccccc2)cs1
    0.5	1.8	-6	2.3	-0.2	10	1.1	-0.6	0	2	-0.9
(24) Cc1ccc(-c2nc(CSCC(=O)N3CCN(C(=O)c4ccco4)CC3)c(C)o2)cc1
    -0.4	-0.9	7	0.2	-0.6	-2	-1.9	-1.4	0	0	-1.8
(25) CC(OC(=O)c1cc(=O)[nH]c2ccccc12)C(=O)NC1CCCCC1C (configuration not stated)
    -0.3	-0.9	2	2.0	-7.8	-1	0.0	-1.1	-2	1	-1.6
(26) Cc1ccc(NC(=O)Cn2cccc2)c(C)c1
    0.7	1.3	3	-1.0	-0.7	-4	0.7	-1.1	-1	-1	-2.4
(27) O=C(C[C@H]1C[C@@H]2c3cc(NS(=O)(=O)c4ccccc4)ccc3O[C@@H]2[C@H](CO)O1)NC1CCCC1
    1.7	-1.2	6	0.7	0.3	1	-0.6	-1.5	-4	7	-1.8
(28) Cc1cc(C)c2cc(C#N)c(SCC(=O)Nc3ccc4c(c3)OCO4)nc2c1
    2.8	0.1	-1	1.8	-0.2	-1	-0.4	-1.1	-5	16	-0.4
(29) CCOc1cccc(OCCOc2ccc(C(=O)c3ccccc3)cc2)c1
    0.1	-0.8	-4	-1.1	0.2	-4	-1.0	-2.1	-4	-1	-3.8
(30) CCOc1cc(N2CCOCC2)c(OCC)cc1NC(=O)CN1C(=O)NC2(CCCCCCC2)C1=O
    -0.7	1.1	-5	1.3	0.2	1	-1.7	-1.3	0	3	-1.6
(31) COC(=O)C1=NNC2(c3ccc(C)cc3)C(=O)N(c3ccc(C)cc3)C(=O)C12 (configuration not stated)
    -0.2	-0.6	-3	1.6	0.7	0	0.1	-2.0	-2	3	-1.6
(32) O=C(NCc1ccncc1)c1cccc(F)c1
    0.4	-0.3	2	-2.0	0.2	0	0.6	-1.0	-2	-1	1.9
(33) CCCOc1ccc(CC(CC(=O)O)(C(=O)O)C(=O)O)cc1
    1.1	-0.4	2	-2.4	0.2	0	-1.7	-1.0	0	0	-0.2
(34) NS(=O)(=O)c1ccc(N/N=C/c2ccc(C(=O)O)cc2)c([N+](=O)[O-])c1
    0.8	0.7	0	0.3	0.3	4	3.5	-0.4	3	-1	1.7
(35) Cc1ccc(C2=NN(CC(=O)NCCN(C)C)C(=O)CC2)cc1
    -0.9	-0.2	6	1.9	0.0	0	0.2	-1.3	-1	3	1.9
(36) CC(C)(C)n1nc2c(c1NC(=O)COc1ccc(Cl)cc1)CS(=O)(=O)C2
    -0.5	0.7	3	1.0	-0.7	-2	-1.3	-1.4	-3	2	-2.5
(37) CCc1cccc(NS(=O)(=O)c2c(C)n[nH]c2C)c1
    0.8	1.0	4	0.0	0.1	-29	-2.4	-1.1	-7	0	-0.8
(38) CCn1c(C(O)c2ccccc2)nc2ccccc21 (configuration not stated)
    2.1	-0.9	3	1.6	0.0	-2	-0.9	-1.1	-3	-2	1.1
(39) Cc1[nH]c2ccccc2c1N=Nc1c(C)n(C)n(-c2ccccc2)c1=O
    -0.2	-0.1	3	-2.0	0.8	-2	4.3	-0.3	-2	-2	-2.0
(40) COc1ccc(OC)c(S(=O)(=O)N(CCc2ccc(OC)c(OC)c2)Cc2cccs2)c1
    .	-2.1	1	.	0.5	-4	-2.5	-1.9	-4	0	-2.5
(41) Cc1c(C)n(CCc2c[nH]c3ccccc23)ccc1=O
    0.0	-0.8	2	1.8	0.2	-1	-2.8	-1.1	7	-1	0.1

Compounds listed so far that have a Cl atom:
Order of results – DAX1 inh-1	DAX1 inh-2	GC-B act	GAA850 FXN act	proKLK7 act	sPLA2-III inh	hcDAF-12 act	ssDAF12 agonist	SMARCA2 activ	NPR1 activator	hgDAF12 agonist
(6) Cc1cc(NC(=O)COC(=O)c2cc(S(=O)(=O)N(C)C)ccc2Cl)no1
    1.1	0.5	-1	0.4	0.3	9	0.1	-0.7	-2	5	3.8
(7) O=C(Nc1ccc(OC(F)F)c(Cl)c1)C(c1ccccc1)c1ccccc1
    -1.0	-0.4	-1	0.2	-0.5	-32	-1.6	-0.5	-2	4	5.7
(8) O=C(CC1CCCC1)N[C@@H](Cc1cccnc1)C(=O)N1CCC[C@H]1C(=O)NCCc1ccccc1Cl
    .	0.5	3	.	0.0	7	3.2	-1.5	3	-1	2.4
(16) O=C(NCC(c1cccs1)N1CCOCC1)c1ccccc1NS(=O)(=O)c1ccc(Cl)c([N+](=O)[O-])c1 (configuration not stated)
    -0.2	-0.4	-1	-1.8	0.1	-48	1.4	-1.3	-2	0	-1.2
(19) COc1ccc(C(=O)N=S2CCN(C(=O)c3ccc(Cl)cc3)CC2)cc1
    .	0.0	8	-1.2	0.5	-5	-0.1	-0.2	1	-1	-1.1
(21) Cc1nc(Nc2ccc(Cl)c(Cl)c2)sc1C(/C=C/c1ccc2c(c1)OCO2)=NNc1ccc([N+](=O)[O-])cc1[N+](=O)[O-]
    2.1	-1.5	3	0.5	0.4	-2	-1.8	-1.0	-2	-2	3.2
(36) CC(C)(C)n1nc2c(c1NC(=O)COc1ccc(Cl)cc1)CS(=O)(=O)C2
    -0.5	0.7	3	1.0	-0.7	-2	-1.3	-1.4	-3	2	-2.5
